F508del corr: F508del CFTR correction, initial screen, CFBE line, single point | CFBE cells, YFP halide quenching; stimulated with forskolin plus potentiator P3; % fluorescence drop versus neutral controls | activity (quench increase), % at 7.58 µM | 350,000 tested, 0.36% active | AID 720511, 2013;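 active = mean added fluorescence quench of at least 8% versus neutral control, with both replicates also reaching 8%; inconclusive = only one of the mean or replicate conditions met; inactive = mean below 8% and not both replicates reaching 8%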;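 also: cells transiently co-express mutant CFTR-F508del with the halide-sensitive YFP; corrector assay measuring rescue of mutant channel to the surface after 24 h compound exposure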
FN deposition inh: inhibitors of fibronectin matrix deposition, primary screen, AH1F cells, Alexa488-fibronectin fluorescence, plate reader | AID 743247, 2014 | AH1F fibroblasts, overnight | 350,000 tested, 0.086% active | inhibition, % at 12.6 µM;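 active = mean inhibition across replicates of 30% or more, regardless of how many single replicates reach that level; inconclusive = mean under 30% yet at least half of replicates reach 30%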;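 also: positive control wells lacked labelled fibronectin entirely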
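Measured by – fluorescence 485/525 nm · System – AH1F fibroblast monolayer, labelled fibronectin deposition · Amount – 10000 cells per well · Buffer or medium – serum-reduced DMEM (2% serum) · Doses – single dose, pinned · Also added – fluorescent fibronectin at 24 nM final · Schedule – 1 h cell attachment, overnight exposure to compound and label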
miR122 inh: miR-122 Renilla sensor signal increase in Huh7, primary screen, miR-122 inhibitor project, cell-based, single point, plate reader; Huh7 miR-122 Renilla luciferase sensor, 48 h; neutral wells = 0, positive control = 100; 340,000 tested, 0.3% active; activation (reporter increase), % at 12.5 µM;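 active = mean replicate activation score at least 90 and every replicate individually at or above 90; inconclusive = only one of the two criteria met; inactive = neither criterion met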;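 also: higher luciferase means less miR-122 activity so hits act as miR-122 inhibitors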
PGC1a acetyl inh: inhibitors of PGC1a acetylation signal, primary screen, cell-based, U2OS, AlphaScreen, inhibitor mode. 350,000 tested, 0.17% active. inhibition, % at 15.6 µM. AlphaScreen anti-acetyl-lysine; with virally co-expressed GCN5 acetyltransferase;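 active = every replicate shows inhibition of at least 40%; inconclusive = mean inhibition at least 40% but some replicate below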;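 also: 0% = neutral control wells and 100% = positive control wells; some results beyond the cut were filed as inactive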
Statin myotox sup: suppressors of statin myotoxicity in C2C12 myotubes, primary screen, cell-based, single point, plate reader; 330,000 tested, 0.78% active; C2C12 myotubes + simvastatin, ATP luminescence, 48 h; scaled: DMSO 0, geranylgeraniol control 100; rescue of ATP level, % at 7.49 µM;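 active = mean ATP rescue above about 67%, or every replicate alone reaching that limit, limit read from the data, passing the limit was not always enough; inconclusive = no clear call, values can overlap the other calls; inactive = mean under the limit and some replicate under it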;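 also: myotubes were challenged with 10 µM simvastatin during compound exposure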
PglD inh: C. jejuni PglD acetyltransferase inhibitors, primary screen, biochemical, DTNB colorimetric, single point. purified PglD enzyme, DTNB colorimetric CoA detection. 360,000 tested, 0.098% active. UDP-N-acetylbacillosamine N-acetyltransferase PglD (Campylobacter jejuni). inhibition, % at 12.5 µM; in the data active = inhibition above about 16%, passing the limit was not always enough; inconclusive = no clear call, values can overlap the other calls; also: strong numbers were not always called active
GSIS activator: GLuc luminescence reporter in INS-1E cells, primary screen for activators of glucose-dependent secretion of insulin; AID 743287, 2014; activation, % at 16.6 µM; INS-1E GLuc reporter insulin secretion, 2-3 h; 370,000 tested, 0.61% active;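 active = lowest replicate activation of at least 40%, so every replicate reaches that level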;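 also: 0% = median of neutral control wells and 100% = median of IBMX positive control wells; some compounds called inactive have numbers as strong as hits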
Cneo AK release: Cryptococcus neoformans cell lysis inducers, primary screen, AK release luminescence, single concentration; C. neoformans lysis, adenylate kinase release luminescence, 4 h; normalised: neutral wells 0, clomiphene wells 100; lysis activity, % at 15 µM; 360,000 tested, 0.2% active; AID 651654, 2012;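 active = mean lysis activity across replicates of at least 80%, whatever share of replicates individually reach that level; inactive = mean lysis activity below 80%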
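Signal: Adenylate kinase release luminescence | Assay system: Log-phase Cryptococcus neoformans yeast cells | Input: Cells at 5 × 10^6 per mL | Buffer or medium: Fresh YPD growth medium | Compound: Single dose | Schedule: Static 4 h at 37 °C with compound, 1 h detection | Controls: Clomiphene | Read-out: Luminescence rise reflecting yeast cell lysis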
Active calls of the source: *; ? = inconclusive; . = no result given; & = joins results of further samples; [ ] = remark or other dose.

SMILES,F508del corr,FN deposition inh,miR122 inh,PGC1a acetyl inh,Statin myotox sup,PglD inh,GSIS activator,Cneo AK release
C[C@H](CO)N1C[C@H](C)[C@H](CN(C)C(=O)Nc2ccc(N3CCN(C)CC3)cc2)OCc2cnnn2CCCC1=O,0.7,-6.6&-2.8,-2.4,4.1,0.6,0.6,16.8&5.2,-0.2
COc1ccc(S(=O)(=O)N(C)C[C@@H]2Oc3ccc(NC(=O)c4ccncc4)cc3C(=O)N([C@@H](C)CO)C[C@H]2C)cc1,-3.8,.,-10.5[16.7 µM],3.2,-33.9,-4.9,6.6,45.4
COc1cccc2c1Oc1cc([N+](=O)[O-])cc(N(C)C(C)=O)c1C=C2,-0.2,-7.2,-11.5,7.2,4.8,4.0,-11.7,3.0
Cc1nc2ccc(S(=O)(=O)CCC(=O)NCc3ccc(Cl)cc3)cc2s1,2.5,11.0,1.4,-1.1,2.5,2.2,.,-0.7
CN1CCC(NC(=O)c2cccs2)CC1,0.5,-4.3,-6.7,-6.4,0.2,0.8,.,-2.7
CC(NC(=O)COC(=O)Cc1ccsc1)C1CC2CCC1C2 (stereo not given),.,4.3,-2.2,3.8,6.8,-0.7,.,0.9
Cc1cccc(N=C2SC(C)CN2C(=O)CN2C(=O)NC3(CCCC3)C2=O)c1 (stereo not given),2.6,-5.7,-1.6,-10.1,5.2,2.6,-18.7,-0.9
COc1cccc(C#Cc2ccc([C@@H]3[C@@H](C#N)N(C(=O)C4CCC4)[C@H]3CO)cc2)c1,5.8,1.4,.,-10.5,34.1,-1.7,-1.7,1.4
C[C@H]1CN([C@@H](C)CO)S(=O)(=O)c2ccc(C#Cc3ccccc3)cc2O[C@@H]1CN(C)C(=O)Cc1ccccn1,0.2,14.0,8.3[16.7 µM],2.9,?,-3.5,-10.0,-1.1
O=C(C[C@@H]1C=C[C@@H](NC(=O)Nc2cc(F)ccc2F)[C@H](CO)O1)NCc1ccncn1,-0.9,2.8,.,-9.2,3.6,-1.9,12.1,6.0
CCNc1nc(-c2ccc(Cl)cc2)cs1,.,.,-2.4,-9.8,-1.4,3.8,.,-4.3
CC(OC(=O)c1nsc(Cl)c1Cl)C(=O)NCc1ccco1 (stereo not given),.,-3.7,29.5,6.5,-0.7,0.0,-9.9,-1.5
CC(=O)OC1CC(C)N(C(=O)c2ccccc2)c2ccc(C)cc21 (stereo not given),.,7.6,-2.1,-3.6,1.9,-5.0,25.8,-0.3
CNC[C@H]1Oc2c(NC(=O)c3ccncc3)cccc2C(=O)N([C@@H](C)CO)C[C@@H]1C,-1.3,-1.0,-1.8[16.7 µM],-0.4,-11.0,0.2,11.7,5.4
CCCc1ccc(-c2cc(C(=O)Nc3ccc([N+](=O)[O-])cn3)c3ccccc3n2)cc1,-2.4,-12.4,0.1,-8.1,.,6.3,12.6,-4.6
COc1ccc(C(=O)Nc2cc3c(cc2N2CCCCC2)n(C)c(=O)n3C)cc1OC,0.3,4.3,.,.,-39.3,-4.2,11.2,-1.4
NS(=O)(=O)c1ccc(NC(=O)COC(=O)COc2cccc(C(F)(F)F)c2)cc1,1.3,-5.2,-9.3,11.3,-15.5,9.7,-14.1,-8.0
Cc1ccccc1CN1CCc2cc([N+](=O)[O-])ccc21,-0.3,-6.3,.,.,18.6,3.9,-20.7,-0.1
C[C@]12c3[nH]c4cc(-c5ccco5)ccc4c3CCN1C(=O)[C@@H](CC(=O)NCC13CC4CC(CC(C4)C1)C3)C[C@@H]2C(=O)N1CCOCC1,2.1,0.1,-13.9,1.4,-6.8,-4.9,-19.0,10.5
CCCC(=O)Nc1ccc2c(c1)C(=O)N(C)C[C@@H](OC)[C@@H](C)CN(C(=O)c1ccccn1)[C@@H](C)CO2,0.9,-6.2,.,1.1,13.1,.,5.3,.
CO[C@@H]1CN(C)C(=O)c2ccc(NC(=O)C3CC3)cc2OC[C@H](C)N(Cc2ccccc2)C[C@H]1C,1.0,-4.0,-13.1[16.7 µM],3.3,3.1,-1.6,-42.0,-5.8
CCc1ccc2c(CN(C)Cc3ccc(OC(F)F)c(OC)c3)cc(=O)oc2c1,-0.1,-4.1,.,.,-59.8,-1.1,-41.8,3.1
CN(C(=O)CSc1nc2ccccc2n1C)C1CCS(=O)(=O)C1 (stereo not given),-0.2,-2.2,-3.6,-3.8,9.6,-0.9,5.8,-0.2
O=C(OCC(=O)N1CCOCC1)c1cccc(S(=O)(=O)Nc2ccc(F)cc2)c1,-0.1,-0.1,.,.,6.8,-5.9,-1.3,0.8
O=C(NCC(c1cccs1)N1CCOCC1)c1cnc(Cl)c(Cl)c1 (stereo not given),0.3,-9.2,2.1,-1.7,-0.6,1.7,17.3,1.6

Reprinted at random: three records from the list
SMILES,F508del corr,FN deposition inh,miR122 inh,PGC1a acetyl inh,Statin myotox sup,PglD inh,GSIS activator,Cneo AK release
CCCC(=O)Nc1ccc2c(c1)C(=O)N(C)C[C@@H](OC)[C@@H](C)CN(C(=O)c1ccccn1)[C@@H](C)CO2,0.9,-6.2,.,1.1,13.1,.,5.3,.
CCNc1nc(-c2ccc(Cl)cc2)cs1,.,.,-2.4,-9.8,-1.4,3.8,.,-4.3
COc1cccc2c1Oc1cc([N+](=O)[O-])cc(N(C)C(C)=O)c1C=C2,-0.2,-7.2,-11.5,7.2,4.8,4.0,-11.7,3.0

More compounds:
SMILES,F508del corr,FN deposition inh,miR122 inh,PGC1a acetyl inh,Statin myotox sup,PglD inh,GSIS activator,Cneo AK release
O=C(Cc1ccccn1)N[C@@H]1CC[C@@H](CCn2cc(-c3ccccc3)nn2)O[C@@H]1CO,5.3,.,12.9[16.7 µM],2.7,4.1,1.4,14.3,-2.3
C[C@H]1CCCCO[C@@H](CN(C)C(=O)c2ccncc2)[C@@H](C)CN([C@@H](C)CO)C(=O)c2cc(NC(=O)C3CCCCC3)ccc2O1,1.7,.,2.7[16.7 µM],13.4,-9.7,2.0,10.4,-1.8
CCCC#Cc1ccc2c(c1)O[C@H](CN(C)Cc1ccccn1)[C@H](C)CN([C@H](C)CO)S2(=O)=O,1.1,-19.7,3.2[16.7 µM],-18.3,9.7,3.2,-14.8,13.8
CCn1cc(C(=O)N2CCN(c3ccc(OC)cc3)CC2)c(=O)c2cc(S(=O)(=O)N3CCOCC3)ccc21,-0.6,-2.6,.,.,0.2,0.3,-9.8,-1.4
O=C(c1cc(-c2cccc(Cl)c2)on1)N1CCN(c2ccccc2)CC1,2.8,9.4,.,.,0.6,-7.4,-17.7,1.1
O=C(c1ccc(F)cc1)N1CCCCN2[C@@H](CO)[C@@H](c3ccc(-c4ccc(F)cc4)cc3)[C@@H]2C1,-0.9,.,0.7[16.7 µM],-8.0,.,-0.5,.,2.5
CCCNC(=O)Nc1ccc2c(c1)OC[C@@H](C)N(Cc1cccnc1)C[C@@H](C)[C@H](OC)CN(C)C2=O,1.5,-9.7,.,-7.9,40.9,0.9,-11.2,-1.7
COC(=O)c1cnc(Nc2nc(C(N)Cc3ccc(Cl)cc3)cs2)nc1C(F)(F)F (stereo not given),-2.1,-6.8,9.9,-11.0,-7.3,-5.6,-7.4,2.0
CC(C)NC(=O)Nc1ccc2c(c1)CC(=O)N([C@H](C)CO)C[C@@H](C)[C@H](CN(C)S(C)(=O)=O)O2,-0.1,.,-0.1[16.7 µM],4.1,9.8,-0.8,14.5,-1.0
COc1ccc2c(Cl)c(-c3nnc4n3CCCCC4)sc2c1,.,.,18.9,19.8,6.0,-0.4,.,-5.5
Cc1ccccc1NC(=O)C1c2cccc[n+]2CC(=O)N1Cc1ccc2c(c1)OCO2 (stereo not given),0.8,-10.3,8.1,.,3.6,-4.1,-4.0,-0.4
CC1CCN(CCCNC(=O)Cn2ncc3c([nH]c4ccccc43)c2=O)CC1,-0.7,6.6,-9.3,20.2,-1.4,-10.8,1.0,-1.3
CC(=O)Nc1ccc(-c2nc3ccccc3c(=O)o2)cc1,0.2,0.3,-2.2,0.4,-13.5,-1.4,-4.5,-3.3
O=c1c2cc(N3CCOCC3)ccc2[nH]c(=S)n1CCN1CCCC1,.,-4.1,-2.0,.,.,2.2,.,8.5
CC(C)CNC(=O)Cn1c(=O)c2c(ncn2CC(C)C)n(Cc2ccccc2)c1=O,1.0,-3.2,-6.1,1.5,7.0,-3.5,2.0,1.1
CCc1nnc2n1N=C(c1ccc(Cl)cc1Cl)CS2,0.0,2.2,5.5,2.5,8.5,2.9,1.7,4.7
C/C=C/c1ccc2c(c1)O[C@@H](CN(C)Cc1cccnc1)[C@@H](C)CN([C@@H](C)CO)S2(=O)=O,-4.2,.,-1.2[16.7 µM],3.4,0.6,-0.6,-2.9,29.8
CCC(C)NC(=O)c1ccc(CN2CCc3ccccc3C2)cc1 (stereo not given),-0.7,-7.7,2.0,6.4,-10.3,-1.0,-7.4,0.6
Cc1cc(C)c(S(=O)(=O)NCCn2c(C)cc3ccccc32)c(C)c1,-0.6,6.4,8.9,5.8,3.5,-4.2,.,2.6
Cc1ccn2cc(-c3ccc(NS(=O)(=O)c4ccccc4)cc3)nc2c1,.,5.4,2.0,-5.4,8.5,6.7,-5.5,-1.2
O=C(COC(=O)c1ccc2c(c1)OCO2)NC1CCCCC1,.,-0.4,-4.0,-8.0,-3.8,-3.5,.,-0.4
CC(=O)N1[C@@H]2Cn3c(ccc(C4=CCCC4)c3=O)[C@H]1[C@@H](C(=O)NC1CCCCC1)[C@@H]2CO,0.2,-9.1,-0.4[16.7 µM],.,-10.2,2.7,13.2,2.7
CCOc1ccc(OCCC(=O)OCC(=O)Nc2cc(C)nn2-c2ccccc2)cc1,2.1,2.4,.,11.6,-1.6,3.5,-1.4,-0.4
C=CCC[C@@H](Cc1ccc(F)cc1)C(=O)OC[C@@H](NC(=O)[C@@H](CC=C)CC(=O)N[C@@H](CO)Cc1ccccc1)C(C)(C)C,-1.5,-3.2,-8.7,-7.3,14.0,-3.9,-1.7,0.7
S=c1nc(-c2ccc(Br)cc2)[nH]c2ccccc12,4.3,1.8,5.3,-0.6,8.5,2.3,-8.8,-8.0
O=C(NCCN1CCN(C(=O)c2ccccc2Cl)CC1)C(=O)NCc1ccccc1,1.0,0.8,.,.,2.8,5.7,159.8*,-0.7
O=C(COC(=O)c1ccc(Cl)nc1)NCc1ccco1,-1.8,-2.9,3.9,-13.6,7.2,.,2.6,.

High-throughput results from PubChem BioAssay.
